PTHR1 ag: PTHR1 (human) receptor agonism | Q03431 | HEK293 GP2 PTHR1 cells, GloSensor cAMP luminescence, 1 h | Potency, µM (series often up to 115 µM), inactives show top-dose activation, most hits filed as activators | 0.075% of 410,000 active; further: nearly all actives have a fitted effect of over 55% in size; some results filed as inactive show a strong effect at the top dose; inactives centre near -15; many of its hits are not listed in these tables
Target sequence (Q03431 whole entry, looked up): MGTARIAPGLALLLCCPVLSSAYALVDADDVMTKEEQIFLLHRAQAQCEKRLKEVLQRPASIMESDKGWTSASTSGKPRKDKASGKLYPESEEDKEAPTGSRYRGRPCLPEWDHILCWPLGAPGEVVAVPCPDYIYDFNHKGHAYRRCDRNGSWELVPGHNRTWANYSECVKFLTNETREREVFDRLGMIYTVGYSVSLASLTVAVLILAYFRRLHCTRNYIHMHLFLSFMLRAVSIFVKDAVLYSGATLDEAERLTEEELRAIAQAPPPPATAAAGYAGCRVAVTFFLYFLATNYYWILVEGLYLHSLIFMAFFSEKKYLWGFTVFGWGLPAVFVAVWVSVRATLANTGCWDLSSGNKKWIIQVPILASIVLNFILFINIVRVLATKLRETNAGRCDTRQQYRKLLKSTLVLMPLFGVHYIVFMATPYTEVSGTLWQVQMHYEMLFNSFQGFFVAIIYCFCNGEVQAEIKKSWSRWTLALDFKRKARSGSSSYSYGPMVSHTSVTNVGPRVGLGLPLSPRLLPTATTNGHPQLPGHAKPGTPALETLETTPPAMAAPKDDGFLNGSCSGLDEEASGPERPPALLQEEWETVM
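HEK-293-derived GP2 cells expressing PTHR1 and a GloSensor cAMP reporter, 3,000/well, plated overnight, given luciferin plus IBMX (each 0.5 mM as added) for 1 h at 37 °C, then compound for 1 h at 37 °C. Luminescence was read after 15 min at room temperature.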
TDP43 rescue: rescues yeast growth from TDP-43 toxicity; TDP-43 expressing yeast growth rescue, BacTiter-Glo, 24 h; Potency, µM (titrated, usually from 46.1 µM), for the others: at the highest dose growth rescue (activation), most hits filed as activators; 1.8% of 410,000 active; further: % of control where 0% means no effect; nearly all actives have a fitted effect of over 50% in size
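Cell-based yeast growth screen: TDP-43 expression induced in galactose, inoculum OD600=0.02 after raffinose pregrowth to mid-log. Read-out BacTiter-Glo luminescence at 24 hr, 30 deg C; inhibition of toxicity seen as signal increase.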
FUS yeast rescue: suppressors of FUS proteinopathy in yeast; S. cerevisiae FUS-expressing, growth rescue, OD600, 24 h; Potency, µM (doses to about 76.6 µM), for the others: at the top dose growth rescue (activation), hits mostly activators; 0.24% of 390,000 active;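 further: plate controls were DMSO vehicle for no effect and reference control for full effect; nearly all actives have a fitted effect of over 55% in size; some results filed as inactive show a strong effect at the top dose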
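Yeast expressing FUS under galactose induction, OD 0.005 in 2% galactose medium; compounds in a dilution series, 24 h at 30C. Growth rescue by absorbance at 600 nm; CP55940 positive control, DMSO negative.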
Starred values were filed as active, the others as inactive; i = inactive; ? = inconclusive; [ ] = dose if it differs, or a comment. The call rests on the fitted dose curve; in most records, active means well fitted curve in the direction sought with a large enough effect; inconclusive means small, poorly fitted or top-dose-only effect, or another doubt; inactive means no such curve, though single readings can be large; an effect the other way counts as inactive or inconclusive. Potency means the concentration at half of the fitted maximal effect.

SMILES,PTHR1 ag,TDP43 rescue,FUS yeast rescue
CC1=C(c2ccc(F)cc2)S(=O)(=O)N=C1N1CCC(C(=O)NCCc2ccccc2)CC1,i,25%,-2%
Cc1c(Cl)cccc1-c1ccc(/C=C(\C#N)c2nc3ccccc3[nH]2)o1,i,7%,-11%
CCc1ccc(NC(=O)N2CC(C)Oc3ccc(C)cc32)cc1 (stereo not drawn),-12%,?,15%
O=C(NC1CC(=O)N(c2cccc(F)c2)C1)C1CCCC1 (stereo not drawn),i,27%,-2%
CCOC(=O)c1c(NC(=O)c2cc(=O)c3cc(C)ccc3o2)sc2c1CCCC2,i,0%,-3%
CCC(Sc1nc2c(sc3ccccc32)c(=O)n1CCc1ccccc1)C(=O)N(CC)CC (stereo not drawn),i,7%,-4%
Cc1ccc(CN(Cc2ccco2)c2cnc(S(C)(=O)=O)nc2C(=O)Nc2ccc(Br)cc2)o1,23%,-18%,2%
Cc1ccc(C(=O)Nc2c(-c3ccccc3)nc3ccccn23)cc1,i,2%,-19%

(cont.)
SMILES,PTHR1 ag,TDP43 rescue,FUS yeast rescue
CCOc1ccc(CCNC(=O)c2nnc(Cc3ccc(Cl)cc3Cl)o2)cc1OCC,-20%,24%,-23%
CCCN(C(=O)c1cc2c(Cl)nc3ccccc3c2s1)c1cccc(C)c1,-10%,0%,0%
Cc1cccc(CNC(=O)c2ccc3c(c2)N(C)C(=O)C2CCCCN32)c1 (stereo not drawn),-10%,?,38%
COC(=O)c1ccc(NC(=O)CCn2cccn2)cc1,-17%,19%,-17%
COc1ccc(/C=C/C(=O)Nc2ccc3nc4c(c(Nc5ccc(OC)c(OC)c5)c3c2)CCCC4)cc1,-12%,?,?
Cc1ccc(-c2c(CN3CCN(c4cccc(C(F)(F)F)c4)CC3)csc2C)cc1,i,8%,14%
COCCCNC(=O)c1ccc(Cn2c(=O)c3ccccc3n(Cc3ccc(Cl)cc3)c2=O)cc1,-50%[inhibitor],-11%,-17%
Nc1ncc(S(=O)(=O)NCc2ccccc2F)cn1,17%,15%,-9%

Laid out differently: 3 of the compounds above.
CCc1ccc(NC(=O)N2CC(C)Oc3ccc(C)cc32)cc1 (stereo not drawn)
- PTHR1 ag: -12%
- TDP43 rescue: ?
- FUS yeast rescue: 15%
Cc1ccc(CN(Cc2ccco2)c2cnc(S(C)(=O)=O)nc2C(=O)Nc2ccc(Br)cc2)o1
- PTHR1 ag: 23%
- TDP43 rescue: -18%
- FUS yeast rescue: 2%
COc1ccc(/C=C/C(=O)Nc2ccc3nc4c(c(Nc5ccc(OC)c(OC)c5)c3c2)CCCC4)cc1
- PTHR1 ag: -12%
- TDP43 rescue: ?
- FUS yeast rescue: ?

Carrying on.
SMILES,PTHR1 ag,TDP43 rescue,FUS yeast rescue
Cc1ccc(Cn2c(CNS(=O)(=O)c3ccc(F)c(Cl)c3)nc3cccnc32)cc1,i,-18%,-14%
Cc1cc(C)c(S(=O)(=O)N2CCC(N3CCN(Cc4ccccc4)C(=O)C3=O)CC2)c(C)c1,-5%,0%,15%
CCOc1ccc(NC(=O)CC2C(=O)N(c3ccc(C)cc3)C(=O)N2C2CCCCC2)cc1 (stereo not drawn),i,4%,?
COc1cccc(N2CCN(C(=O)C3CCN(S(=O)(=O)c4c(C)noc4/C=C/c4ccccc4F)CC3)CC2)c1,-23%,16%,25%
Cc1ccc(CCNC(=O)c2ccc(CNS(=O)(=O)c3ccccc3)cc2)cc1,-63%[inhibitor],-18%,2%
CCOC(=O)c1cccc(NC(=O)CCSCCc2ccccn2)c1,i,9%,8%
COc1cc(NS(=O)(=O)c2ccc3c(c2)CCN3S(C)(=O)=O)cc(OC)c1,-49%[inhibitor],12%,24%
COc1ccc(CCNC(=O)c2cn(C)c3ccc(S(=O)(=O)N(C)C)cc3c2=O)cc1OC,i,5%,-17%

Other records
SMILES,PTHR1 ag,TDP43 rescue,FUS yeast rescue
CCc1ccccc1NC(=O)Cn1c(=O)n(-c2ccccc2)c(=O)c2oc3ccccc3c21,1%,5%,-17%
CCc1c(C)sc2c1CCN(Cc1ccc(F)cc1)C2c1ccccc1 (stereo not drawn),-41%[inhibitor],5%,-14%
Cc1ccc(C)c(NC(=O)CCCn2c(C)c3cnn(-c4ccccc4)c(=O)c3c2C)c1,-17%,-6%,32%
CC(NC(=O)c1ccc(Nc2nc3ccccc3n3nnnc23)cc1)c1ccccc1 (stereo not drawn),8%,2%,-13%
Cc1cccc(N2CCN(C(=O)Cc3c(C(=O)O)c(C)cn3C)CC2C)c1 (stereo not drawn),i,19%,28%
CC(=O)CSc1nnc2cc(C)c3cc(C)cc(C)c3n12,i,0%,23%
COC(=O)c1ccccc1NC(=O)c1c(NC(=O)c2ccco2)sc2c1CCC(C(C)(C)C)C2 (stereo not drawn),-20%,-16%,1%
CCOc1ccccc1CNS(=O)(=O)c1ccc2c(c1)CCCN2C(C)=O,-26%,25%,37%

The list goes on.
SMILES,PTHR1 ag,TDP43 rescue,FUS yeast rescue
Cc1cc(C)cc(NC(=O)c2cc(S(=O)(=O)N3CCc4ccccc43)cn2C)c1,-34%[inhibitor],11%,-13%
CCN(c1ccccc1)S(=O)(=O)c1cc(Br)cc2c1N(C(=O)C1CC1)CC2,-11%,3%,-7%
O=C(NCc1ccccc1)C(=O)NCC(c1ccco1)S(=O)(=O)c1cccs1 (stereo not drawn),-14%,20%,2%
COc1ccc(CCNC(=O)c2ccc3c(c2)CCN3S(=O)(=O)c2ccccc2)cc1OC,-24%,12%,?
CCOc1ccc(NC(=O)c2ccc3c(c2)nnn3C2CCCC2)cc1,i,-5%,0%
CCOc1ccc(CCNC(=O)C2CCC(CNS(=O)(=O)c3ccc(Cl)cc3)CC2)cc1OCC (stereo not drawn),i,27%,0%
CCc1ccc(C2CC(=O)c3c([nH]c(C(=O)OC4CCCC4)c3C)C2)cc1 (stereo not drawn),-16%,-5%,-21%
COc1ccc(CCNC(=O)Cn2c(=O)nc(-c3ccccc3)c3ccccc32)cc1OC,-13%,0%,1%

Going on with the list.
SMILES,PTHR1 ag,TDP43 rescue,FUS yeast rescue
O=C(Nc1ccccc1C(=O)OCc1cc(=O)n2nc(C3CC3)sc2n1)c1cccc(Cl)c1,i,-3%,-21%
Cc1ccc(NC(=O)C2CCN(S(=O)(=O)c3cccc4nsnc34)CC2)cc1,-51%[inhibitor],-15%,-8%
COc1ccc(C(=O)NCC2(N3CCN(C)CC3)CCCCC2)cc1,i,9%,16%
COc1ccc(N(C(=O)c2ccccc2C)S(=O)(=O)c2ccc(Cl)cc2)cc1,-23%,20%,1%
COc1ccc(C(=O)c2oc3ccccc3c2NC(=O)c2nc(SC)ncc2Cl)cc1Cl,-34%,10%,-2%
COc1cccc(CNC(=O)CCc2cn(Cc3ccccc3Cl)c3ccccc23)c1,-32%[inhibitor],8%,5%
CCOC(=O)C(CC)Sc1c(CC)cnc2c1c(=O)n(C)c(=O)n2C (stereo not drawn),i,21%,14%
CC(=O)Nc1ccc(S(=O)(=O)N2CCC(N3CCN(Cc4ccc(C)cc4)C(=O)C3=O)CC2)cc1,-15%,22%,33%

(further entries)
SMILES,PTHR1 ag,TDP43 rescue,FUS yeast rescue
COc1cccc(CNC(=O)c2cc(-c3ccc(Cl)cc3)n[nH]2)c1,i,0%,-11%
Cc1ccc(NC(=O)Cn2nc(-c3ccc(Cl)cc3)c3ccccc3c2=O)cc1,i,27%,-7%
Cc1ccc(CSC2=Nc3ccccc3C3=NC(CC(=O)NCc4ccc5c(c4)OCO5)C(=O)N23)cc1 (stereo not drawn),i,12%,?
Cc1ccc(-n2nnc3c(sc4nc(C)c(C)cc43)c2=O)cc1Cl,-24%,1%,-27%
COc1ccc(NC(=O)C2=C(C)Nc3nc(SCc4ccccc4C)nn3C2c2cc(OC)c(O)c(OC)c2)cc1 (stereo not drawn),-12%,34%,34%
COc1cc(-c2noc(-c3ccc(NCCc4ccccc4)c([N+](=O)[O-])c3)n2)cc(OC)c1OC,-7%,20%,-12%
Cc1ccc(CCNC(=O)Cn2ncc3c(=O)oc4ccccc4c32)cc1,-20%,-1%,-19%
CCOc1ccc(CNC(=O)C2CCN(Cc3cc4ccccc4n3Cc3ccccc3C)CC2)cc1,-36%[inhibitor],9%,?

(cont.)
SMILES,PTHR1 ag,TDP43 rescue,FUS yeast rescue
CSc1cccc(NC(=O)Cn2ncn3c(cc4ccccc43)c2=O)c1,i,21%,26%
CCc1ccc2oc(C(=O)Nc3cccc(C(F)(F)F)c3)cc(=O)c2c1,i,28%,-2%
CCOC(=O)c1ccc2c(c1)N(Cc1cc(C)ccc1C)C(=O)c1ccccc1S2(=O)=O,-20%,1%,-1%
C=Cc1ccc(Cn2c(C(=O)O)c(CNCCc3ccccc3)c3ccc(C)cc32)cc1,-3%,9%,?
Cc1nn(CC(=O)NCc2ccccc2Br)c(=O)c2cc3occc3n12,?,-18%,-9%
Cc1cc(Br)cc(C)c1NC(=O)c1sc2ncn(Cc3cccc(F)c3)c(=O)c2c1C,i,?,-1%
O=C(CCSCc1cccc(Cl)c1)N1CCN(c2ccc(Cl)cc2)CC1,-18%,?,40%
CCOC(=O)COc1ccc(C2C(C(=O)OC)=C(C)NC3=C2C(=O)c2ccccc23)cc1Cl (stereo not drawn),-15%,-10%[9.22 µM],19%

Rewritten field by field: part of the list above
O=C(CCSCc1cccc(Cl)c1)N1CCN(c2ccc(Cl)cc2)CC1
- PTHR1 ag: -18%
- TDP43 rescue: ?
- FUS yeast rescue: 40%
Cc1nn(CC(=O)NCc2ccccc2Br)c(=O)c2cc3occc3n12
- PTHR1 ag: ?
- TDP43 rescue: -18%
- FUS yeast rescue: -9%

Continued:
SMILES,PTHR1 ag,TDP43 rescue,FUS yeast rescue
CCOc1ccc(C(=O)CSc2nnc3cc(C)c4ccccc4n23)cc1,25%,-1%,22%
Cc1ccc(CN2CCCN(CC(=O)Nc3ccc(C)cc3C)S2(=O)=O)cc1,-21%,7%,?
CCc1ccc(S(=O)(=O)c2nnn3c2nc(NCc2cccs2)c2sccc23)cc1,i,7%,2%
O=S(=O)(c1ccc2ccccc2c1)n1nc(-c2ccco2)nc1NCc1cccc(Cl)c1,i,17%,18%
COc1cccc(-c2nnc(SCC(=O)N(C)C3CCCCC3)o2)c1,-3%,?,11%
CCOc1ccc(NC(=O)CSc2nnc3scc(-c4ccccc4)n23)cc1,-38%[inhibitor],12%,0%
CC(C)OCCCNC(=O)c1ccc2c(=O)n(CCc3ccccc3)c(=O)[nH]c2c1,0%,0%,-32%
COc1ccc(CCNCc2ccc3c(c2)n(C)c(=O)n3C)cc1OC,?,5%[9.22 µM],-19%

Next part:
SMILES,PTHR1 ag,TDP43 rescue,FUS yeast rescue
Cc1ccc(CCNc2ncnc3onc(-c4ccc(Cl)cc4)c23)cc1,-22%,21%,-13%
O=C(Cn1c(SCCOc2ccc(Cl)cc2)nc2ccccc21)N1CCCCC1,i,0%,?
CC(=O)c1ccc(N2CCN(C(=O)c3cn(C)c(=O)c4c3c3ccccc3n4C)CC2)cc1,-76%[inhibitor],22%,42%
COc1ccc(C2C=C(c3ccccc3)Nc3nc(NC(=O)c4ccc(C)cc4)nn32)cc1 (stereo not drawn),i,0%[9.22 µM],?
Cc1ccc(NC(=O)C2CCC(CNS(=O)(=O)c3cccc4nsnc34)CC2)c(C)c1 (stereo not drawn),-17%,0%,20%
COCCCNC(=O)CSc1nc2c(sc3ccccc32)c(=O)n1CCCC(=O)NCCOC,i,4%,0%
CCC(=O)N1c2ccc(S(=O)(=O)NCc3ccc(F)cc3)cc2CC1C (stereo not drawn),-16%,20%,8%
COc1ccc(-c2noc(CSc3nnc(Cc4ccccc4)n3-c3ccc(F)cc3)n2)cc1,-25%,35µM*,14µM*

Remaining list, next part:
SMILES,PTHR1 ag,TDP43 rescue,FUS yeast rescue
CCS(=O)(=O)c1ncc(Cl)c(C(=O)Nc2c(C(=O)c3ccc(C)cc3)oc3ccccc23)n1,i,22%,6%
COc1ccc2c(c1)c1c(c(=O)n(-c3ccc(OC)c(OC)c3)c(=O)n1CC(=O)N1CCCC1)n2C,-38%[inhibitor],14%,6%
COc1ccc(-c2onc(C)c2C)cc1S(=O)(=O)N1CCN(c2cc(C)ccc2C)CC1,-9%,21%,3%
COc1cccc(CNC(=O)Cn2ncn3c(cc4ccccc43)c2=O)c1,-16%,9%,-3%
O=C(Nc1ccc2oc(-c3ccc(Cl)cc3)nc2c1)c1ccc2ccccc2c1,-82%,20%,0%
Cc1cc(C)c(NC(=O)CCC(=O)N2Cc3ccccc3Oc3ncccc32)c(C)c1,20%,-2%,-4%
O=C(OCc1ccccc1F)c1ccc(-c2nnn(Cc3ccccc3)n2)cc1,-5%,5%,17%
Cc1cc(C)cc(OC(=O)c2cc(-c3ccc(Cl)cc3)on2)c1,i,2%,6%
Cc1cccn2c(=O)c3cc(C#N)c(=O)n(-c4nnc(SCc5ccccc5F)s4)c3nc12,i,22%,-25%

Some of the compounds tested, so the mix of outcomes need not match the whole.
